High-throughput results as filed in PubChem.
PLC-gamma1 inh: PLC-gamma1 (human) inhibition, primary screen. purified PLC-gamma1, fluorogenic substrate, fluorescence. inhibition, % at 12.2 µM. 0.84% of 370,000 active; in the data active means inhibition above about 9.5%
Tn6 DDE FP: disrupts Tn6 cyclic peptide binding to fibrin D-Dimer-E complex; Fibrin DD(E) TRITC-Tn6 fluorescence polarization displacement; inhibition, % at 8.3 µM; 0.21% of 370,000 active; AID 720509;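 active means inhibition above a per-campaign cutoff: mean of compounds within control limits plus 3 SD, cut at about 15% in these data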;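 further: 0% = median of all compound wells on the plate and 100% = blocking peptide control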
TDP2 absorb: blocks human TDP2 phosphodiesterase activity | O95551 | recombinant TDP2, T5PNP hydrolysis, p-nitrophenol absorbance 415 nm | inhibition, % at 12.8 µM | 0.34% of 370,000 active;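 active means inhibition above the mean of all tested compounds plus 3 SD, set per campaign, cut at about 25% in these data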;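 further: 0% = DMSO with enzyme and 100% = buffer with substrate but no TDP2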
Target sequence (O95551 whole entry, looked up): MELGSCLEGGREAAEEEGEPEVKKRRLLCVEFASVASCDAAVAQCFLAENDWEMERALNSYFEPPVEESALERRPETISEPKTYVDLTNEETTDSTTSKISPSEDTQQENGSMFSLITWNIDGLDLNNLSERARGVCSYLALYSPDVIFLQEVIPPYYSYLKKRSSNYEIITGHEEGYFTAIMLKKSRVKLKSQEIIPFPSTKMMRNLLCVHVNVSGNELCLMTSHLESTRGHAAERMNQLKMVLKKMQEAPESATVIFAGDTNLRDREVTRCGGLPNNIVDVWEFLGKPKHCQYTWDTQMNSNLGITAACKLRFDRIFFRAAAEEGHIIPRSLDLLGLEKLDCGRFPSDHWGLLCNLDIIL
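Test system: Human TDP2 enzyme | Reagent: 5 mM T5PNP | Compound dosing: 12.8 µM single point, 1% DMSO | Incubation: Enzyme reaction with compound for 2 h at 37 °C | Technique: p-Nitrophenol epi absorbance | Read-out: % inhibition relative to enzyme-containing and enzyme-free wells | Benchmarks: High control without enzyme, low control DMSO plus TDP2 | Replicates: Singlicate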
DDE Tn7 FP inh: DD(E)-Tn7 binding inhibition, primary FP screen; P02675; FP displacement of FITC-Tn7 peptide from fibrin DD(E); 0% = median of compound wells per plate; inhibition, % at 8.3 µM; 0.13% of 370,000 active;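 active means inhibition above the mean of compounds falling within the control limits plus 3 SD of them, cut at about 14% in these data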;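 further: 0% = plate median of compound wells and 100% = 10 µM Aha-Tn7 peptide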
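Also added: labelled Tn7 tracer, 0.1 µM; Assay system: human fibrin DD(E) protein; Amount: 2 µM fibrin DD(E); Schedule: 10 min compound pre-incubation, 3 h probe incubation at room temperature; Repeats: one replicate per compound; Read-out basis: percent inhibition; Measured by: fluorescence polarization of the labelled Tn7 tracer.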
ASAP1 GAP inh: blocks human ASAP1-stimulated Arf1 GTP hydrolysis; GDP FP detection; inhibition, % at 16.5 µM; 0.19% of 360,000 active; AID 624377; in the data active means inhibition above about 25%;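 further: 0% = vehicle with enzyme and substrate and 100% = no enzyme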
LEDGF integ inh: blocks HIV-1 LEDGF/p75-dependent DNA integration. inhibition, % at 3.7 µM. TR-FRET IN-LEDGF/p75 DNA integration, Eu/Cy5. 0.64% of 370,000 active;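 active means inhibition above the screen-wide mean plus 3 SD, cut at about 13% in these data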;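 further: signal is the Cy5 over europium emission ratio at 671 and 618 nm; 0% = plate median of compound wells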
KLK7 zymogen act: activators of human kallikrein-7 zymogen; P49862; purified proKLK7, EDANS-DABCYL substrate fluorescence; 100% is mature enzyme control, 0% vehicle; activation, % at 7 µM; 0.9% of 370,000 active; AID 652039;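 active means activation above the mean of all tested compounds plus 3 SD, computed per campaign excluding outliers beyond control limits, cut at about 13% in these data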
ADAM17 inh: ADAM17 inhibition, QFRET primary screen | P78536 | recombinant ADAM17, EDANS/DABCYL FRET peptide cleavage | inhibition, % at 6.95 µM | 0.83% of 370,000 active | AID 720648;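 active means inhibition above the mean of compounds lying between control limits plus 3 SD, set per campaign, cut at about 8.5% in these data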;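 further: 0% = DMSO-only wells as the low control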
ARFGAP1 inhibitor: inhibits rat ARF GTPase activating protein 1 | Q62848 | Arfgap1-stimulated ARF1 GTP hydrolysis, GDP FP detection | inhibition, % at 16.5 µM | 0.26% of 360,000 active | AID 651572;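 active means inhibition above a per-plate limit, mean inhibition of low control wells plus 3 SD, cut at about 25% in these data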;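 further: 0% = DMSO wells with enzyme and 100% = wells lacking Arfgap1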
Target sequence (Q62848 1-136 limits assumed): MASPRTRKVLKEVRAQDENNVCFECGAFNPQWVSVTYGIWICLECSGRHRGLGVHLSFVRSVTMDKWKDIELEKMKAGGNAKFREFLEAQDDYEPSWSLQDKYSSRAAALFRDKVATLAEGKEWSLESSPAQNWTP
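Replicates: Single well per compound | Assay system: Truncated rat Arfgap1 GAP domain | Control set: No-Arfgap1 wells (100%) versus DMSO full-reaction wells (0%) | Times: Enzyme reaction 120 min at 25 °C after 20 min preincubation | Reagent: Human ARF1(Δ1-17)-GTP substrate | Measured by: Tracer-displacement fluorescence polarization with EDTA stop, 620/688 nm | Measure: Percent inhibition of Arfgap1-stimulated GTP hydrolysis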
ADAM10 inh: ADAM10 inhibition, QFRET primary screen. inhibition, % at 7 µM. O14672. 0.62% of 370,000 active. AID 720582. recombinant ADAM10, EDANS/DABCYL FRET peptide cleavage, 3 h;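 active means inhibition above a per-campaign cutoff equal to the mean of compounds falling between control-based bounds plus 3 SD, cut at about 20% in these data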;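 further: 0% = DMSO wells while the 100% control is not disclosed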
Target sequence (O14672 214-748 limits assumed): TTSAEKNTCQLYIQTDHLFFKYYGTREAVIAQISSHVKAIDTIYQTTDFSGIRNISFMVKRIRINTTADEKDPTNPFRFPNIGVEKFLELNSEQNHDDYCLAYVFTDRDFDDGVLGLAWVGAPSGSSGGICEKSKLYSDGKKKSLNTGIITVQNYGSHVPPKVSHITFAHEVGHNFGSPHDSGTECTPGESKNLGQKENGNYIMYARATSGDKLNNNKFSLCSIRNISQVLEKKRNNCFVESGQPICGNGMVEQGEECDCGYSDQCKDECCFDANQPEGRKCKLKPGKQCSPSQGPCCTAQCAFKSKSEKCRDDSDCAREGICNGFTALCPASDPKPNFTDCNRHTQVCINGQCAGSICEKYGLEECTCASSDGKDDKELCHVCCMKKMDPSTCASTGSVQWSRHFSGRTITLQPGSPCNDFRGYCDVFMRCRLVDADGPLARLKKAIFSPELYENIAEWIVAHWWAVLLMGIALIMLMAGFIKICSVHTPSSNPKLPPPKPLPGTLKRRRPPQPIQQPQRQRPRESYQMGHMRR
* = called active by the depositor; i = inactive; . = no result given; & = joins results of further samples. This is a subset, so the mix of outcomes need not match the whole.

SMILES | PLC-gamma1 inh | Tn6 DDE FP | TDP2 absorb | DDE Tn7 FP inh | ASAP1 GAP inh | LEDGF integ inh | KLK7 zymogen act | ADAM17 inh | ARFGAP1 inhibitor | ADAM10 inh
CCOC(=O)c1c(C)n(Cc2ccc3c(c2)OCO3)c2ccc(O)cc12 | 3 | -1 | -3 | -1 | 7 | 3 | 1.3 | 8 | 8 | 16
O=C(CCCOc1ccc(Cl)cc1Cl)N1CCC2(CC1)OCCO2 | 0 | 6 | 10 | -3 | 10 | 2 | 0.0 | -6 | 1 | 4
CNC(=S)N1CCn2cccc2C1c1cccnc1 (stereo not given) | -2 | 1 | -3 | -2 | 13 | -4 | -0.2 | -6 | -4 | 0
Cc1nc2cc(-c3ccc(Cl)cc3)nn2c(C)c1CCC(=O)N1CCC2(CC1)OCCO2 | -17 | -5 | -5 | 1 | -7 | -1 | -1.1 | -1 | -5 | -2
CNP(=S)(NC)OCCOc1ccc(OC)cc1 | 2 | 2 | 6 | 3 | 8 | 7 | 0.7 | -6 | 7 | -2
CC(C)C[C@@H]1COc2cc(N3CCN(C)CC3)ccc2S(=O)(=O)N1 | 2 | 7 | -6 | 0 | -9 | 4 | -0.6 | 0 | 8 | -2
COc1ccc(NP(=O)(Oc2cccc(C)c2)Oc2cccc(C)c2)cc1OC | 0 | 0 | 8 | -4 | -3 | 1 | -0.6 | 3 | 17 | 10
COC(=O)Nc1nc2ccccc2[nH]1 | 2 | -1 | 2 | 13 | -3 | -2 | 0.0 | -4 | -11 | -5
Clc1ccc(OCC#CCN2CCCC2)cc1 | 1 | -12 | -2 | -4 | 13 | 4 | 0.1 | 0 | -1 | -8
CCCCOC(=O)COc1cc(C)cc2oc(=O)c3c(c12)CCC3 | -3 | -3 | -9 | 2 | -10 | -1 | 0.7 | -5 | -1 | -19
Cc1nn(Cc2ccccc2Cl)c(C)c1C(=O)NC1CCCc2ccccc21 (stereo not given) | 3 | 6 | 4 | -2 | -2 | 1 | -0.2 | -1 | 11 | 2
O=C(N/N=C/c1c(O)n(-c2ccccc2)c(=O)[nH]c1=O)c1ccncc1 | -51 | 0 | -3 | -9 | 6 | -1 | -3.2 | -10 | 11 | -40
COC(=O)C[C@H]1CC[C@H]2NC[C@@H](O)COC[C@@H]2O1 | 1 | 5 | 4 | -5 | 7 | -4 | -0.3 | -5 | -1 | -8
Cc1c(C=C2C(=O)NC(=O)NC2=O)c(=O)n(-c2ccccc2)n1C | -15 | 4 | 12 | -2 | 5 | -1 | 0.5 | -6 | -1 | -8
O=P(O)(O)/C=C(\Cl)c1ccccc1 | 3 | -3 | 9 | -6 | 9 | 4 | -0.4 | 1 | -2 | 3
CC1NC(=O)NC(=O)C1Br (stereo not given) | 4 | -4 | 7 | -1 | -7 | 1 | 0.2 | 0 | 1 | 3
CCN(CC)c1ccc(N=Cc2c(O)n(Cc3ccccc3)c(=O)[nH]c2=O)cc1 | -4&-3 | 5&5 | 4&12 | 6&-6 | 3&2 | -3&0 | 0.1&-0.5 | -3&-1 | 3&-3 | -8&-1
COc1ccc(C2NCc3ccccc3-n3cccc32)cc1 (stereo not given) | 1 | 1 | 3 | -7 | 1 | -1 | 0.1 | -2 | -5 | -11
Nc1ccc(CCN2CCCC2)cc1 | -2 | 3 | 9 | 1 | 1 | 0 | -0.7 | -1 | 4 | 4
CCCCn1c(O)c(C(C)=Nc2ccc3c(c2)CCC3)c(=O)[nH]c1=O | 4 | -3 | 0 | -6 | 3 | 2 | 0.9 | -2 | 6 | 0
CCCCn1c(O)c(/C=N/N2CCCCC2c2cccnc2)c(=O)[nH]c1=S (stereo not given) | 2 | 8 | 7 | 2 | 5 | -2 | -0.3 | -3 | 16 | -2
CNC(C(=O)c1ccccc1)C(OC(C)=O)c1cccc([N+](=O)[O-])c1 (stereo not given) | 1 | 0 | 9 | -6 | -1 | 10 | -0.9 | -1 | -13 | 4
Cc1ccc(C(=O)N2CC2C)cc1 (stereo not given) | 2 | -3 | 4 | -2 | -7 | 1 | 0.8 | -4 | 10 | -17
N#Cc1ccc(OCC(=O)N2CCN(Cc3ccc4c(c3)OCO4)CC2)cc1 | 7 | -1 | -10 | 5 | -5 | 2 | 0.4 | -7 | 3 | 11
Cc1ccc(-c2nc3ccccc3c(=O)n2-c2cc(C)ccn2)cc1 | -10 | -4 | 3 | 3 | -7 | 0 | 0.9 | -5 | 1 | 1
COC(=O)C1=C(c2ccc(OC)c(OC)c2)C[C@@H]2CC[C@H]1N2C(=O)NC1CC1 | 9 | -4 | -11 | -4 | 5 | 1 | 0.5 | 7 | 2 | 7
CCSc1nnc([C@@H](N)Cc2c[nH]c3ccccc23)o1 | -8 | -7 | 2 | -6 | 4 | 3 | 0.9 | -10 | 3 | -20
C[C@]12CCC3C(CC[C@H]4C[C@@H](O)CC[C@]34C)C1CC[C@@H]2N (stereo not given in full) | -1 | 4 | 6 | 5 | -10 | -4 | 0.0 | -3 | -1 | -9
CCC(C)N1CCN(C(=O)Cc2ccccc2)CC1 (stereo not given) | 0 | 1 | 11 | -1 | 8 | 1 | -0.1 | -5 | -2 | -9
C[N+]1(C)[C@@H]2CC[C@H]1CC(OC(=O)C(CO)c1ccccc1)C2 (stereo not given in full) | 0 | 3 | 0 | 7 | -4 | 1 | -0.4 | -6 | -5 | -11
O=Cc1cn(Cc2ccccc2F)c2ccccc12 | -3 | 1 | -8 | 1 | -7 | 1 | 0.2 | -2 | -4 | 0
Cc1cccc(-n2c(O)c(/C=C/C=Nc3ccccc3)c(=O)[nH]c2=O)c1 | -5 | -3 | -5 | -29 | -11 | -1 | -0.6 | 0 | -3 | -2
Cc1ccc(S(=O)(=O)N2CCCC(C(=O)N3CCC4(CC3)OCCO4)C2)cc1 (stereo not given) | 0 | -2 | 0 | 2 | -19 | 1 | -0.1 | -2 | -11 | 0
O=C(OC1CCN(CCCl)CC1)C(c1ccccc1)c1ccccc1 | 3 | -1 | 0 | -2 | 3 | 0 | 0.2 | -6 | 11 | -5
O=C(c1cc2ccccc2oc1=O)N1CCC2(CC1)OCCO2 | -3 | 4 | 0 | -2 | 3 | -3 | 0.4 | 0 | 1 | -15
NC1CCCCC1N=Cc1c(O)n(Cc2ccc(F)cc2)c(=O)[nH]c1=O (stereo not given) | -2 | 0 | 1 | 1 | -19 | 0 | 0.1 | -1 | 1 | 7

Given with two lines to a compound: entries from further up.
The line under a structure holds: PLC-gamma1 inh | Tn6 DDE FP | TDP2 absorb | DDE Tn7 FP inh | ASAP1 GAP inh | LEDGF integ inh | KLK7 zymogen act | ADAM17 inh | ARFGAP1 inhibitor | ADAM10 inh
COC(=O)C1=C(c2ccc(OC)c(OC)c2)C[C@@H]2CC[C@H]1N2C(=O)NC1CC1
→ 9 | -4 | -11 | -4 | 5 | 1 | 0.5 | 7 | 2 | 7
C[C@]12CCC3C(CC[C@H]4C[C@@H](O)CC[C@]34C)C1CC[C@@H]2N (stereo not given in full)
→ -1 | 4 | 6 | 5 | -10 | -4 | 0.0 | -3 | -1 | -9

Continuation.
SMILES | PLC-gamma1 inh | Tn6 DDE FP | TDP2 absorb | DDE Tn7 FP inh | ASAP1 GAP inh | LEDGF integ inh | KLK7 zymogen act | ADAM17 inh | ARFGAP1 inhibitor | ADAM10 inh
CC(Cc1ccccc1)[n+]1cc(/N=C(\N)[O-])on1 (stereo not given) | 3 | 5 | -6 | 2 | 1 | 1 | -0.4 | -2 | 4 | -2
CCOC(=O)C(C)(CC)NC(=O)CSP(=S)(OCC)OCC (stereo not given) | 2 | 3 | 0 | 11 | -9 | 3 | 0.1 | -3 | 3 | 3
CNC(C(=O)c1ccccc1)C(OC)c1ccc(C)cc1 (stereo not given) | 8 | 5 | 0 | -6 | 13 | 3 | -0.1 | 3 | 11 | 2
CNCCc1c(C)n[nH]c1C | 3 | 4 | -4 | -5 | -14 | -3 | -1.2 | -2 | 8 | 4
Cn1c(=O)cc(OCC(=O)N2CCN(Cc3ccc4c(c3)OCO4)CC2)c2ccccc21 | -3 | 5 | -12 | -4 | 5 | -6 | 0.1 | 0 | 4 | -1
COc1cccc(CNC2CN3CCC2CC3)c1OC (stereo not given) | 6 | 3 | 6 | 1 | -4 | 2 | 0.1 | -3 | 1 | 6
COc1ccc2c(c1)C13CCN(C)C(C2)C1CCC1(C3)OCCO1 (stereo not given) | 4 | 4 | -2 | 5 | 4 | 1 | -0.6 | 4 | 5 | -10
C=CCN1Cc2ccccc2-n2nncc2C1 | -3 | 4 | -2 | -5 | -6 | -3 | -0.2 | -4 | 6 | -9
O=C(O)c1nn(Cc2ccc(Cl)cc2)c2ccccc12 | -1 | -4 | -13 | 4 | -3 | 1 | 0.3 | -2 | 2 | -21
CC(C)=CCN1CC[C@@]2(C)c3cc(O)ccc3C[C@@H]1C2C (stereo not given in full) | 0 | -2 | 2 | -1 | 1 | -2 | -0.6 | -2 | -1 | -16
CCC1(Oc2ccccc2)C(=O)NC(=O)NC1=O | -2 | -2 | -7 | -3 | 1 | 1 | -0.6 | -3 | -2 | 0
COc1ccc(CCn2c(O)c(C=Nc3ccccc3F)c(=O)[nH]c2=O)cc1OC | 1 | -2 | 0 | -6 | -11 | 5 | 0.1 | -1 | 13 | 1
COc1ccc2c(c1)[C@]13CCCCC1C(C2)N(C)CC3 (stereo not given in full) | 0 | 1 | 8 | -6 | 16 | -1 | -0.1 | -4 | -9 | -5
O=C(COc1ccc(Br)cc1)N1CCN(Cc2c[nH]c3ccccc23)CC1 | -1 | -2 | -5 | 5 | -3 | 2 | 0.1 | -1 | 12 | -8
CC(=O)O[C@H]1CC[C@@]2(C)C(=CC(=O)C3C2CC[C@@]2(C)C3C[C@H](OC(C)=O)[C@@H]2OC(C)=O)C1 (stereo not given in full) | 3 | -6 | -2 | 1 | 2 | -4 | -0.9 | -4 | 4 | -9
CCCCN1CCN(C(=O)COc2cc(=O)n(C)c3ccccc23)CC1 | -2 | -5 | 0 | -1 | . | 2 | 0.1 | -3 | . | -2
O=C(Cc1ccccc1)Oc1ccc([N+](=O)[O-])cc1 | 2 | -2 | 0 | -11 | 10 | -4 | 0.2 | -4 | 4 | -7
Cn1c(O)c(C=Nc2ccccc2Sc2ccccc2)c(=O)n(C)c1=O | -9 | 7 | -5 | 2 | 0 | 1 | 0.9 | -1 | 6 | -10
O=c1[nH]c2ccccc2n1C1CCN(CCCC(c2ccc(F)cc2)c2ccc(F)cc2)CC1 | 8 | 3 | -4 | -4 | 3 | 0 | 0.2 | 3 | 9 | 1
CCC(C)OC(=O)c1c(N)n(Cc2cccs2)c2nc3ccccc3nc12 (stereo not given) | i | -10 | -5 | -1 | -1 | 2 | 12 | i | -2 | i
